# MC4R barr agon: activates human MC4R beta-arrestin recruitment | U2OS MC4R beta-arrestin complementation, luminescence; percent of melanotan II response, DMSO zero | AID 540308 | P32245 | activation, % at 8.9 µM | actives 0.98% (n = 360,000);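 active = activation above a per-plate cutoff, the mean activation of sample wells on that plate plus 3 SD, cut at about 8% in these data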
# Glyco luc inh: N-linked glycosylation inhibition. AID 588692. D54 ERlucT glycosylation luciferase reporter, 24 h; percent of 100 nM tunicamycin response. reporter increase, % at 12.5 µM. actives 0.23% (n = 360,000);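 active = mean luciferase reporter signal, scaled so untreated is 0 and the glycosylation-blocking control 100, at or above a set limit in every replicate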;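 note: luciferase carries N-glycosylation sites so blocking glycosylation raises the light; 0% = median of neutral control wells and 100% = median of 100 nM tunicamycin wells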
# ABCB6 inh MLPCN: human ABCB6 transporter inhibition; actives 0.19% (n = 360,000); AID 602162; fluorescence ratio to DMSO, % at 10 µM; Q9NP58; K562-ABCB6 porphyrin accumulation, flow cytometry, 1 h; stronger effect = lower value;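 active = fluorescence ratio to DMSO below 75%, the collection mean minus 3 SD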;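 note: signal is porphyrin accumulated inside mitochondria; 100% equals median channel fluorescence of DMSO control wells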
# Exocytosis inh: lytic granule exocytosis inhibition | actives 0.66% (n = 360,000) | inhibition, % at 10 µM | TALL-104 LAMP-1 surface exposure, flow cytometry; cells stimulated with thapsigargin and PMA;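 active = inhibition above about 55%, limit read from the data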
# MC4R antag cAMP: blocks human MC4R cAMP signaling; P32245; MC4R-expressing cells, MTII-stimulated cAMP, LANCE TR-FRET; inhibition, % at 6.5 µM; actives 0.48% (n = 360,000); AID 540295;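 active = inhibition above its plate's cutoff, the mean of tested wells on that plate plus 3 SD, cut at about 29% in these data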;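 note: 0% = Melanotan II alone and 100% = Melanotan II plus saturating MCL0020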
#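 System: U2OS cells stably expressing human melanocortin 4 receptor (MC4R). Reagent: Melanotan II challenge after compound preincubation. Doses: 6.5 µM. Times: 30-min compound, 1-h challenge, 1-h detection, room temperature. Measured by: TR-FRET with Eu-cAMP and labeled anti-cAMP, 671 nm. Replicates: singlicate.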
# HTR2A ag: activates the mouse 5-HT2A serotonin receptor | activation, % at 7.6 µM | actives 0.66% (n = 360,000) | CHO-K1 mHTR2A beta-arrestin complementation, luminescence; percent of 30 µM serotonin response | P35363;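 active = activation above a run cutoff, the mean activation of all tested compounds plus 3 SD, cut at about 14% in these data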;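 note: 0% = plate median of compound wells and 100% = 30 µM serotonin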
# Cardio protect: protects H9c2 cardiomyocytes from peroxide injury | AID 588492 | actives 0.63% (n = 360,000) | H2O2 injury protection, ATPLite, 2 h | protection from H2O2 cell death, % at 20 µM;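 active = compounds giving at least 50% protection of heart cells from peroxide-induced death in the single-dose screen, raw or plate-pattern-corrected value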;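 note: 0% = DMSO wells with peroxide and 100% = DMSO wells without peroxide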
# ABHD5 PLIN5 PPI: blocks binding of human ABHD5 to perilipin-5; Split G. princeps luciferase complementation, luminescence, 4 h; inhibition, % at 4 µM; actives 0.78% (n = 360,000); AID 602281;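 active = inhibition above the mean inhibition across every tested compound plus 3 SD, cut at about 22% in these data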;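 note: 0% = DMSO only wells and the 100% control is not disclosed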
# Target sequence (Q00G26 whole entry, looked up): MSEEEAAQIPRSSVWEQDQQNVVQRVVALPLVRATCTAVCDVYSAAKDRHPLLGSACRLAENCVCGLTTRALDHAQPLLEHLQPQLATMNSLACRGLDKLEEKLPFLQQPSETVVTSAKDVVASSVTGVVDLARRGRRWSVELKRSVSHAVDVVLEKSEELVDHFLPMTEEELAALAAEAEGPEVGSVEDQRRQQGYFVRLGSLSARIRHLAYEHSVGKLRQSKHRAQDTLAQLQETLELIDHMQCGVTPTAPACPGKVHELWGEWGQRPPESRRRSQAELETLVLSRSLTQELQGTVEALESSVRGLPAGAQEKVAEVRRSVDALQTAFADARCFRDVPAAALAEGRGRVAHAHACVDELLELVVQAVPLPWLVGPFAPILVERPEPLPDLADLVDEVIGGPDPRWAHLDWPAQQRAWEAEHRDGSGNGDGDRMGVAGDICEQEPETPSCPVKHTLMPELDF
# Target sequence (Q8WTS1 whole entry, looked up): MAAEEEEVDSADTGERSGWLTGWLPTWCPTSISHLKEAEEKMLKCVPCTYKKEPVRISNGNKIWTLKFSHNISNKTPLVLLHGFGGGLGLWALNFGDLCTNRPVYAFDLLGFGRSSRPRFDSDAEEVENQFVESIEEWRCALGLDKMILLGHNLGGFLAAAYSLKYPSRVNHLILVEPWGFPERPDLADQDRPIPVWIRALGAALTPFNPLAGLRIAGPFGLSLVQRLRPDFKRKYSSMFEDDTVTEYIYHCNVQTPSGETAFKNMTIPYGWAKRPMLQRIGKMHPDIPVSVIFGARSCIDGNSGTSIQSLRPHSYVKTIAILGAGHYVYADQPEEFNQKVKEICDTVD
# aDG glyco up: alpha-DG glycosylation activation; actives 0.22% (n = 360,000); Pro5-aDG cells, alpha-DG glycosylation AlphaScreen (IIH6); 0% Pro5, 100% B10-LARGE cell signal; AID 624168; activation, % at 10 µM;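 active = activation of at least 8% versus controls, or a plate z-score of at least 8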;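 note: Pro5 are CHO cells carrying HIG-tagged alpha-DG that lacks glycosylation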
# hiPSC survival: enhancers of human iPSC single-cell survival. hiPSC single-cell survival, ATPlite luminescence; 100% = ROCK inhibitor wells, 0% = DMSO. survival enhancement, % at 20 µM. actives 0.044% (n = 360,000). AID 602274; in the data active = survival enhancement above about 18%;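 note: cells exposed to compounds for 16 hours before the ATP read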
# Numbers without * were called inactive; nt = no result given. Some of the compounds tested; count on the stated rates, not on these rows.
SMILES,MC4R barr agon,Glyco luc inh,ABCB6 inh MLPCN,Exocytosis inh,MC4R antag cAMP,HTR2A ag,Cardio protect,ABHD5 PLIN5 PPI,aDG glyco up,hiPSC survival
C[C@]12CCC3C(C(=O)C[C@H]4C[C@@H](O)CC[C@]34C)C1CCC2=O (some centres not stated),-0.3,0,97,-16,2,0,-1,4,-0.1,-0.3
COc1ccc(CC(=O)N2CCN(C)CC2)cc1OC,0.7,1,100,-1,-9,0,0,6,-0.1,0.1
C=CCn1c(=O)c(C=Nc2c(OC)cccc2[N+](=O)[O-])c(O)n(CCCC)c1=O,1.1,-1,101,-3,4,1,10,2,-0.3,1.3
COC(=O)Cn1cc(C(=O)c2ccccc2F)c2ccccc21,0.7,1,100,-5,8,-1,1,-7,-0.1,-0.9
CN1CCC(N2CC3CC(C2)c2cccc(=O)n2C3)CC1 (configuration not stated),0.7,0,99,-2,4,-1,3,-3,0.0,-0.3
COc1ccc(-n2nnnc2C(C2CC2)N2CCC(n3c(=O)[nH]c4ccccc43)CC2)cc1 (configuration not stated),nt,1,96,-1,nt,1,28,4,-0.3,-1.2
CN1CCN(c2cccc3c2C(=O)c2ccccc2C3=O)CC1,-1.1,19,99,-2,-1,-7,18,9,-0.5,-2.0
Cc1ccccc1C1=NCC(=S)Nc2ccc(Cl)cc21,1.0,-2,96,1,1,-1,6,-2,0.1,-3.1
CN1C2CCC1CC(OC(=O)c1cc(Cl)cc(Cl)c1)C2 (configuration not stated),-0.1,-3,nt,0,5,2,10,11,2.1,-2.8
COCCNC(=O)N1[C@H]2CC[C@@H]1C(C(=O)OC)=C(c1ccc(OC(F)(F)F)cc1)C2,-0.2,0,99,-3,6,-4,-6,7,0.1,1.0
COc1ccc(Br)cc1CN1CCN(CCO)CC1,-1.4,-4,93,5,8,1,14,2,0.0,-2.0
Cc1cccc(C)c1-n1nnnc1C(C1CC1)N1CCC(n2c(=O)[nH]c3ccccc32)CC1 (configuration not stated),nt,3,96,0,nt,2,7,6,-0.1,0.3
Nc1ccc(-c2ccc(N)cc2)cc1,-0.3,0,96,1,1,1,-4,-5,-0.3,0.5
Cc1cc(OC(=O)c2ccco2)c2c3c(c(=O)oc2c1)CCC3,0.6,5,104,-12,20,4,-3,-1,0.2,0.3
COc1ccc(-n2c(/C=C/c3cccc(F)c3)nc3ccccc3c2=O)c(OC)c1,1.5,0,93,2,6,1,2,-4,0.0,0.2

# Compound profiles, from the list above. Screens in order: MC4R barr agon | Glyco luc inh | ABCB6 inh MLPCN | Exocytosis inh | MC4R antag cAMP | HTR2A ag | Cardio protect | ABHD5 PLIN5 PPI | aDG glyco up | hiPSC survival
# COCCNC(=O)N1[C@H]2CC[C@@H]1C(C(=O)OC)=C(c1ccc(OC(F)(F)F)cc1)C2 is listed with -0.2 | 0 | 99 | -3 | 6 | -4 | -6 | 7 | 0.1 | 1.0
# CN1C2CCC1CC(OC(=O)c1cc(Cl)cc(Cl)c1)C2 (configuration not stated) is listed with -0.1 | -3 | nt | 0 | 5 | 2 | 10 | 11 | 2.1 | -2.8
# Cc1ccccc1C1=NCC(=S)Nc2ccc(Cl)cc21 is listed with 1.0 | -2 | 96 | 1 | 1 | -1 | 6 | -2 | 0.1 | -3.1
# COc1ccc(CC(=O)N2CCN(C)CC2)cc1OC is listed with 0.7 | 1 | 100 | -1 | -9 | 0 | 0 | 6 | -0.1 | 0.1
# COc1ccc(Br)cc1CN1CCN(CCO)CC1 is listed with -1.4 | -4 | 93 | 5 | 8 | 1 | 14 | 2 | 0.0 | -2.0

# Going on with the list:
SMILES,MC4R barr agon,Glyco luc inh,ABCB6 inh MLPCN,Exocytosis inh,MC4R antag cAMP,HTR2A ag,Cardio protect,ABHD5 PLIN5 PPI,aDG glyco up,hiPSC survival
C=CCn1c(O)c(Cc2ccc(OCC)cc2)c(=O)[nH]c1=O,-2.6,2,96,24,5,0,0,1,-0.1,1.4
CC(=O)OC1C2CCC1C(N1CCCC1)CC2 (configuration not stated),0.4,0,90,-1,0,4,3,4,-0.2,-0.3
CN(C)S(=O)(=O)c1cccc(C(=O)N2CCC(C(=O)O)(c3ccccc3)CC2)c1,1.0,1,100,17,4,2,4,-4,-0.1,0.0
Cc1ccc(-n2c(O)c(C=NCC3CCCO3)c(=O)[nH]c2=O)c(C)c1 (configuration not stated),-2.8,2,98,-2,-5,2,2,1,-0.1,-0.6
Cc1nn(Cc2ccccc2)c(C)c1C(=O)OCC(=O)NCc1ccco1,1.6,1,100,-4,6,4,-3,3,0.3,-1.8
CCOc1ccc(C2SCC(=O)Nc3c2c(=O)[nH]n3C2CCCCCC2)cc1 (configuration not stated),0.9,3,91,-4,-7,0,2,-2,0.1,4.9
COc1ccc(NC2Oc3cc4c(cc3C(c3cc(OC)c(OC)c(OC)c3)C2C)OCO4)cc1 (configuration not stated),-1.2,8,95,0,-39,6,2,18,-0.3,-1.6
CC(=O)CC(c1ccccc1[N+](=O)[O-])c1c(O)c2ccccc2oc1=O (configuration not stated),0.2,0,101,0,-2,4,0,2,0.1,0.2
CC(C)CCC1(CCO)C(=O)NC(=S)NC1=O,0.2,3,106,9,-5,7,0,1,0.4,-2.3
CS(=O)(=O)c1ccc(C2=C(CNC(=O)c3cccnc3)[C@H]3CC[C@@H](C2)N3Cc2ccccc2)cc1,-1.4,1,99,-1,0,2,22,5,-0.1,-1.4
CC1CCC(NC(=O)CNC(=S)N2CC3CC(C2)c2cccc(=O)n2C3)CC1 (configuration not stated),-1.9,1,104,0,0,-5,-5,-7,-0.1,0.7
Fc1ccccc1CN1Cc2ccccc2-n2nncc2C1,-1.0,-1,94,-5,-1,-1,-4,-1,0.2,2.2
CC(=O)Nc1ccc(OC(=O)N(C)C)cc1,-1.3,1,95,1,-1,2,2,1,0.0,7.5
c1ccc(N2[C@@H]3CC[C@H]2c2ccncc2C3)cc1,nt,nt,nt,4,nt,9,nt,8,0.0,nt
C[C@]12CC[C@@H](O)CC1=CCC1C2CC[C@]2(C)C(=O)[C@H](F)CC12 (some centres not stated),0.5,-2,94,-8,-1,1,-1,-4,0.1,-1.6
COc1ccc(C2=NCC(=S)Nc3ccc(Cl)cc32)cc1OC,-4.1,-1,98,-3,-5,0,5,2,0.2,0.4
Nc1cccc(N=Cc2c(O)n(Cc3ccc(F)cc3)c(=O)[nH]c2=O)c1,-0.6,2,110,-5,-2,12,23,-3,0.1,6.8
O=C1NC(=O)C(=Cc2ccc(N3CCOCC3)o2)C(=O)N1,-1.1,1,168,2,-26,-2,-5,6,-0.5,1.0
CC(=O)OC(C)(C)/C=C/C(=O)C(C)(O)C1[C@H](O)C[C@@]2(C)C3CC=C4C(CC[C@@H](O)C4(C)C)[C@]3(CO)C(=O)C[C@]12C (some centres not stated),1.0,-22,90,-28,-5,25*,8,7,0.4,0.7
CN1CCC2(CC1)c1ccccc1-c1ccccc12,-1.9,-5,99,16,1,-4,1,13,0.4,-1.9
COC(=O)C1C(O)CC2CCC1N2C (configuration not stated),-1.1,1,97,0,-6,-1,-2,8,-0.1,3.4
NCCc1c[nH]c2ccccc12,-1.1,2,105,1,-4,10,6,6,-0.3,-0.3
COc1cc(Cn2c(N)c(C(=O)NCc3ccco3)c3nc4ccccc4nc32)cc(OC)c1OC,-1.6,1,97,2,5,0,-4,-4,0.0,4.4
COc1ccc(CN2Cc3cnnn3-c3ccccc3C2C#N)cc1 (configuration not stated),0.2,21,99,1,32*,-3,24,58*,-0.1,0.7
CC1CC(C)CN(C(=O)COC(=O)c2cn(C)c3ccccc23)C1 (configuration not stated),-3.2,0,98,4,6,8,8,-1,0.2,-0.4
COc1ccccc1CN1CCN(C(=O)Cc2ccccc2)CC1,-0.6,0,95,24,5,2,-6,-1,0.3,4.8
C[C@H](CO)N1C[C@H](C)[C@@H](CN(C)C(=O)Oc2ccc3ccccc3c2)OCc2cn(nn2)CCCC1=O,-1.6,1,98,-5,4,0,-2,4,0.1,-1.0
COc1cc(C(=O)N2C[C@H]3C[C@@H](C2)c2cccc(=O)n2C3)cc(OC)c1OC,-1.1,-1,96,-4,1,0,0,2,0.1,-0.3
CCCCCc1nc2ccccc2c(=O)n1-c1ccccc1[N+](=O)[O-],0.6,-3,101,3,7,-5,-4,0,0.1,0.3
CC(C)c1ccccc1NC1=NCCCS1,-1.6,-1,100,11,1,-1,-2,-3,0.0,-0.5
CS(=O)(=O)c1ccc(C2=C(CNC(=O)c3ccc([N+](=O)[O-])cc3)[C@H]3CC[C@@H](C2)N3CCOc2ccccc2)cc1,-0.2,-3,100,6,5,-2,-9,5,0.0,-1.3
CC1CN=C(NC(C)c2ccccc2)S1 (configuration not stated),-1.6,-2,102,12,0,0,7,-2,0.9,-1.5
COc1cc(OC)cc(C2(C#N)CCN(C)CC2)c1,-1.3,-2,103,-8,17,-3,1,1,0.0,-0.7
CCOC(=O)[C@]12Cc3cc(Cl)ccc3[C@H]1N(Cc1ccccc1)C(=O)c1cc(OC)ccc12,nt,nt,97,14,nt,-6,nt,17,0.1,-1.5
NCCCP(=O)(O)CCc1ccccc1,-0.1,0,100,-2,-1,6,1,3,-0.1,-0.9
Cc1ccc(OC(=O)N(C)C[C@@H]2OCc3cnnn3CCCC(=O)N([C@H](C)CO)C[C@@H]2C)cc1,-1.7,1,104,-7,-1,-5,0,2,0.4,1.2
Fc1ccc(N2Cc3ccccc3-n3nncc3C2)cc1,nt,1,92,2,nt,-6,4,14,0.1,2.6
Cc1ccsc1C(=O)C1CCCN(Cc2cnc(N)nc2)C1 (configuration not stated),1.4,2,102,3,-6,-1,9,0,0.0,0.1
CCOc1ccc(N2C(=O)NC(=O)/C(=C\c3cc(OC)c(OC)cc3[N+](=O)[O-])C2=O)cc1,6.9,5,102,-3,8,5,8,7,0.1,-2.0
O=C1NC(=O)N(CCNc2ncc(C(F)(F)F)cc2Cl)C(=O)C1Cc1ccc(Cl)cc1 (configuration not stated),1.7,1,101,9,8,0,5,-7,0.0,4.6
COc1ccc(C(=O)C2CCCN(C3CSCCSC3)C2)cc1OC (configuration not stated),-2.3,-6,97,0,20,-5,4,-2,0.0,0.4
CCCCCc1cc(O)c2c3c(c(=O)oc2c1)CN(C)CC3,-2.4,4,96,25,-4,-8,-3,13,2.0,-0.5
CSc1ccc(CN2CCN(C(=O)COc3cccc(C)c3)CC2)cc1,1.6,0,90,0,2,2,-1,5,0.2,-0.2
CCCCn1c(O)c(/C(CC)=N/N2CCCCC2c2cccnc2)c(=O)[nH]c1=S (configuration not stated),-0.7,2,95,13,0,1,21,-1,-0.4,2.0
COP(=O)(NC(=O)C(Cl)(Cl)Cl)OC,-1.3,1,101,6,2,6,-2,8,0.4,0.4

# Compound activity deposited in PubChem BioAssay by several laboratories.
